ELG1 DNA repair – ELG1-dependent DNA repair inhibition | Potency, µM (highest dose often 46.1 µM), for inactives: at the top dose activity change, negative = inhibition, hits mostly inhibitors | HEK293T ELG1-luciferase reporter, luminescence, 16 h; DNA damage induced by 5-fluorouridine | AID 504467 | actives 2.3% (n = 330,000); note: potency is the fitted concentration of half-maximal effect; % is set by controls: 0 for no effect and ±100 for the full control effect; nearly all actives have a fitted effect of over 55% in size
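5-Fluorouridine DNA damage + compound/DMSO, 2,000 cells/well, 16 h, 37 °C/5% CO2. ONE-Glo, 30 min RT, luminescence. Readout = decrease in reporter signal.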
p53 reactivator – re-activators of mutant p53 | H1299 p53-A138V BP100-luciferase reporter, luminescence, 24 h | Potency, µM (titrated, usually from 92.2 µM), for the others: at the top dose activity change, positive = activation, actives largely listed as activators | actives 0.063% (n = 320,000); note: potency is the fitted concentration of half-maximal effect; % of control where 0% means no effect; nearly all actives have a fitted effect of over 45% in size
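H1299 (p53-null), stable ts p53-A138V + BP100-Luc; 1000 cells/well, Opti-MEM/10% FBS; cpd 4 pt, 1:5; 24 h, 37 deg C, 5% CO2; detection reagent 10 min RT; luminescence.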
NPC1 prom act – activates the NPC1 promoter | Huh7 NPC1 promoter luciferase reporter, 24 h | Potency, µM (titrated, usually from 9.22 µM), for inactives: top-dose activation, most hits filed as activators | actives 2.4% (n = 320,000) | AID 485313;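 note: potency is the fitted concentration of half-maximal effect; % of control where 0% means no effect; nearly all actives have a fitted effect of over 60% in size; reporter is driven by a mutant NPC1 promoter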
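NPC1 promoter–luciferase Huh7 cells; 24 h compound; luminescence.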
TRPV1 ag – activates the human vanilloid receptor TRPV1. Q8NER1. TRPV1-expressing cells, Fluo-8 calcium influx, agonist mode. activation, % at 8.33 µM. actives 0.19% (n = 320,000); in the data active = activation above about 80%; inconclusive = between about 30% and that limit; note: 0% is about no effect
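Cells expressing TRPV1 were dye-loaded with Fluo-8 and read kinetically: 10 s baseline, 3 min after compound (agonist portion), then 2 min after EC20 capsaicin (allosteric enhancer portion). Calcium-bound dye fluorescence at 480/520 nm.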
Tb PFK inh – blocks T. brucei phosphofructokinase; actives 0.17% (n = 330,000); T. brucei PFK, ADP-Glo luminescence; Potency, µM (highest dose often 57.5 µM), for the others: at the top dose activity, negative = inhibition, usual class: inhibitors; O15648;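 note: potency is the fitted concentration of half-maximal effect; 0% = uninhibited 1x PFK enzyme wells and -100% = no-enzyme wells; nearly all actives have a fitted effect of over 60% in size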
Target sequence (O15648 whole entry, looked up): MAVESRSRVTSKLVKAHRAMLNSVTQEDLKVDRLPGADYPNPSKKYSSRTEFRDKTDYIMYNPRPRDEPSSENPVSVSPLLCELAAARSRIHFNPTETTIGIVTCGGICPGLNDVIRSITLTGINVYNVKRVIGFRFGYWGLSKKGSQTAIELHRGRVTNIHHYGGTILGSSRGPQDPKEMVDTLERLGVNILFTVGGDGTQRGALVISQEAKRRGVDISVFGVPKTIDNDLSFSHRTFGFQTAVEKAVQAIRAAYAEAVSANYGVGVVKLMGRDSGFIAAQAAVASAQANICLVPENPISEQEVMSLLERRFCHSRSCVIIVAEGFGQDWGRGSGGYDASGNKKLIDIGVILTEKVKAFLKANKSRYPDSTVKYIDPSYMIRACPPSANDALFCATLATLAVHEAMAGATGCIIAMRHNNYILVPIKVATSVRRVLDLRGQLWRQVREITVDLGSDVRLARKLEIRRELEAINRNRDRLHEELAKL
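1.25 nM PFK with 0.5 mM F6P and 0.1 mM ATP in 0.1 M TEA pH 8.0, 5 mM MgCl2, incubated 45 min at room temperature; ADP measured by ADP-Glo luminescence; compounds titrated up to 57 uM.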
BRCA1 expr up – BRCA1 expression activation; Potency, µM (top dose mostly 46.1 µM), for inactives: top-dose activation, hits mostly activators; MCF7-BRCA1-FFLuc reporter, luminescence, 48 h; response scale: scaled: vehicle 0%, 10 µM genistein 100%; AID 624202; actives 1.1% (n = 380,000); note: potency is the fitted concentration of half-maximal effect; nearly all actives have a fitted effect of over 80% in size; some results filed as inactive show a strong effect at the top dose
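Compounds are tested at multiple concentrations on MCF7 BRCA1-luciferase reporter cells seeded at 2000 per well; after 48 h, a single luminescence end-point is taken and curves fitted to the normalized data.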
Rab9 promoter act – activates the Rab9 promoter; Huh7 Rab9 promoter-luciferase reporter, luminescence, 24 h; Potency, µM (top dose mostly 9.22 µM), for the others: at the highest dose activation, negative = inhibition, hits mostly activators; actives 2.8% (n = 320,000); AID 485297; note: potency is the fitted concentration of half-maximal effect; % of control where 0% means no effect; nearly all actives have a fitted effect of over 60% in size
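Stable Rab9-luc Huh7, 1500 cells/well, 2 h settle; cmpd in DMSO, 24 h, 37 °C/5% CO2; luciferase reagent 10 min RT; luminescence.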
FLuc counter – inhibits or activates purified firefly luciferase, miR-21 counter-screen; purified FLuc, Km substrates, luminescence inhibition; actives 6.9% (n = 360,000); Potency, µM (series often up to 57.5 µM), for the others: top-dose activity change, negative = inhibition, usual class: inhibitors; P08659;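 note: potency is the fitted concentration of half-maximal effect; plate controls were vehicle for no effect and reference inhibitor for full effect; nearly all actives have a fitted effect of over 55% in size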
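Purified P. pyralis luciferase (10nM final) with 10uM D-luciferin and 10uM ATP (Km levels) in 50mM Tris acetate pH 7.5, 10mM Mg acetate, 0.01% Tween-20, 0.05% BSA; qHTS 6-point titration, ~60 µM downward; luminescence read.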
ELG1 genotox – genotoxicity induction in ELG1-luciferase HEK293T cells; HEK293T ELG1-luciferase reporter, luminescence, 16 h; Potency, µM (doses to about 46 µM), for the others: at the top dose activity change, positive = activation, hits mostly activators; actives 1.3% (n = 330,000); note: potency is the fitted concentration of half-maximal effect; % of control where 0% means no effect; nearly all actives have a fitted effect of over 60% in size
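Quantitative HTS format in 1536-well plates. HEK293T ELG1-luciferase reporter cells receive test compound and are incubated 16 hr at 37 °C, 5% CO2; ONE-Glo added, 30 min room temperature, then luminescence read.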
VP16 counter – counter-screen for ROR gamma inhibitors: Gal4-VP16 reporter; Drosophila S2 Gal4-VP16 UAS-luciferase, luminescence, 20 h; Potency, µM (series often up to 53.6 µM), for the others: at the top dose activity, negative = inhibition, most hits filed as inhibitors; actives 3.5% (n = 310,000); AID 2546;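 note: Gal4-VP16 expression switched on by copper sulfate through the metallothionein promoter; potency is the fitted concentration of half-maximal effect; % is set by controls: 0 for no effect and ±100 for the full control effect; nearly all actives have a fitted effect of over 50% in size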
RORg inh – inhibitors of mouse ROR gamma transcriptional activity. Drosophila S2 Gal4-RORgamma UAS-luciferase reporter, 20 h. actives 5.4% (n = 310,000). Potency, µM (highest dose often 53.6 µM), without a hit: top-dose activity change, negative = inhibition, most hits filed as inhibitors. AID 2551. P51450; note: potency is the fitted concentration of half-maximal effect; % is set by controls: 0 for no effect and ±100 for the full control effect; nearly all actives have a fitted effect of over 60% in size
Target sequence (P51450 whole entry, looked up, the tested form may be a part): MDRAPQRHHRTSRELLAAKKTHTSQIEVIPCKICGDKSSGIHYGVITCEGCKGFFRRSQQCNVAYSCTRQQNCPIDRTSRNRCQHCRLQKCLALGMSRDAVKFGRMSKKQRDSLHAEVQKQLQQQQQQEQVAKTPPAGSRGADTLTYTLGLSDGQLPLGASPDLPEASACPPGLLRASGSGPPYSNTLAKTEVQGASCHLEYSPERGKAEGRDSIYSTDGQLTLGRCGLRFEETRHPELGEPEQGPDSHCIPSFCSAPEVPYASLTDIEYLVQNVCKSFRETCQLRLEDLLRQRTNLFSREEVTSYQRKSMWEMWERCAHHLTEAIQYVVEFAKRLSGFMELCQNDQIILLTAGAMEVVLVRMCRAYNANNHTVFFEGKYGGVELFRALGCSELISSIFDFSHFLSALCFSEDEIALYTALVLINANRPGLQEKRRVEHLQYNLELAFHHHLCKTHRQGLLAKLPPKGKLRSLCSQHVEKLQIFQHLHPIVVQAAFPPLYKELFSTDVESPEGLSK
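Compounds are pin-transferred onto Drosophila Schneider cells expressing a copper-inducible Gal4–ROR gamma transactivation domain fusion. After 1 hr, copper sulfate is added to 700 uM final; luciferase is read 20 hr later.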
* marks the source's active call; other numbers are inactive results; ? = inconclusive; / = no result given; & = joins results of further samples; [ ] = remark or other dose. Unless noted, calls come from the whole dose curve; as a rule, active = well fitted curve in the direction sought with a large enough effect; inconclusive = small, poorly fitted or top-dose-only effect, or another doubt; inactive = no such curve, though single readings can be large; an effect the other way counts as inactive or inconclusive.

SMILES	ELG1 DNA repair	p53 reactivator	NPC1 prom act	TRPV1 ag	Tb PFK inh	BRCA1 expr up	Rab9 promoter act	FLuc counter	ELG1 genotox	VP16 counter	RORg inh
N#Cc1ccc(COC(=O)C2CCC(=O)N2)cc1 (configuration not stated)	0%	-1%	-1%	-3	1%	39%	-7%	8%	-2%	3%	0%
CC(C)NC(=O)C(=O)Nc1cc2c3c(c1)CCC(=O)N3CCC2	?	0%	1%	1	3%	-18%	-4%	-2%	18%	4%	-27%
COCCNC(=O)c1ccc(N2CCC3(CC2)OCCO3)c([N+](=O)[O-])c1	14%	26%	-1%	2	0%	9%	-2%	-7%	2%	-1%	14%
COc1ccc(-n2c(SCc3ccccn3)nc3c(c2=O)SCC3)cc1OC	4%	-5%	-1%	-2	-7%	0%	6%	-2%	-3%	7%	1%
O=C(COC(=O)c1cnccn1)NCc1ccc(Cl)cc1	8%	-3%	0%	1	-8%	0%	-1%	1%	-1%	-3%	-5%
NC(=O)c1ccsc1NC(=O)COC(=O)COc1ccccc1[N+](=O)[O-]	15%	14%	0%	5	0%	0%	-2%	4%	0%	/	/
O=C(COC(=O)c1nc(Cl)ccc1Cl)Nc1ncc(Cl)cc1Cl	14%	4%	-7%	4	-1%	-9%	0%	-15%	33%	/	/
Cc1ccc(-c2nc(S(=O)(=O)c3ccc(C)cc3)c(N(C)C)o2)cc1	-2%	19%	?	4	3%	-8%	2%	2%	-1%	-3%	6%
CN(C)C(CNC(=O)CNC(=O)Cc1cccc2ccccc12)c1ccccc1 (configuration not stated)	27%	-4%	-1%	-5	-6%	0%	-1%	-2%	2%	-7%	0%
Cc1cccc(C)c1NC(=O)COC(=O)c1ccc2[nH]c3c(c2c1)CCCC3	-12%	-3%	-2%	2	0%	-25%	-6%	-1%	-2%	?	-36%
Cc1cccc(CSC2=NCCN2C(=O)c2ccc(Br)o2)c1	-16%	-2%	0%	27	0%	0%	-1%	0%	-5%	0%	11%
COc1cccc(C(=O)NC(=O)Nc2cc(C)[nH]n2)c1	?	16%	2µM*	-2	-1%	92%	1.6µM*	9.5µM*	?	-23%	-30%
Cc1cc(C)n2nc(C(=O)OCC(=O)NNC(=O)c3ccc(Cl)cc3)nc2n1	8%	2%	-2%	0	-1%	-10%	-3%	9%	-2%	/	/
CCC1Cc2c(nc(N)c3c(N)nc(N4CCOCC4)c(C#N)c23)O1 (configuration not stated)	?	1%	-9%	-3	29%	-39%	1%	-7%	0%	2%	2%
CC(=O)/C(=C\N(C)C)Sc1ccc(Cl)cc1	3%	-3%	3%	/	0%	-4%	2%	0%	-7%	-1%	-4%
Cc1nc2scc(C)n2c(=O)c1S(=O)(=O)Nc1ccc(N2CCOCC2)cc1	5%	-34%[inhibitor]	2%	4	-10%	4%	-4%	2%&0%	1%	-4%	-13%
C/C(N)=C(/C#N)C(=O)COC(=O)C1CCN(C(=O)c2ccc(Cl)cc2)CC1	-2%	4%	-10%	0	-1%	-23%	1%	-1%	-5%	-12%	?
C[C@H](NS(=O)(=O)c1ccc2c(c1)OCCCO2)C(=O)N1CCN(c2ccc(F)cc2)CC1	?	-1%	6%	7	5%	-4%	-4%	/	-7%	/	/
O=C(CCNC(=O)c1ccccc1)NNC(=O)COc1ccccc1Cl	12%	2%	/	/	-1%	6%	/	/	3%	/	/
CCN(CC)S(=O)(=O)c1ccc2oc(C(=O)N3CCCCCC3)c(C)c2c1	?	-5%	-3%	?	12%	0%	-3%	0%	-26%	-12%	6%
CC(=O)Nc1cccc(-c2nnc3n2CC(C)S3)c1 (configuration not stated)	-1%	3%	-1%	1	0%	5%	-5%	5%	-6%	-8%	6%
COc1ccc(-c2c(C#N)c(SCC(=O)c3cc4ccccc4oc3=O)nc(C)c2C(=O)Nc2ccccc2)cc1	?	?	-3%	4	11%	-42%	-5%	2%	-8%	?	-36%
CCN(CC(=O)NCc1ccc(F)cc1)C(=O)C1CC1C (configuration not stated)	4%	2%	-5%	-3	-5%	-23%	3%	1%	2%	5%	1%
COc1ccc(-c2n[nH]c(=S)n2-c2ccc(C)cc2)cc1	3%	1%	2%	1	-7%	1%	-1%	0%	2%	10µM*	0.89µM*
COc1ccc(S(=O)(=O)N(C)CC(=O)N2CCC(C(N)=O)CC2)cc1	19%	7%	-2%	2	-5%	7%	-1%	-2%	0%	-9%	1%
CCOc1ncccc1C(=O)OCC(=O)c1ccc(Br)s1	18%	3%	/	/	-7%	26%	/	/	-1%	/	/
OCCNCc1cc(Br)ccc1OCc1ccc(Cl)cc1Cl	-26%	-5%	10%	1	-2%	-62%	-5%	-3%	-1%	-4%	0%
COc1ccc(-n2cnc3cc(NCc4ccccn4)ccc32)cc1	?	-2%	16%	11	-11%	89%	22%	17µM*	7%	3%	-11%
COc1ccc(CN2CCN(CCc3ccccc3)C(CCO)C2)cc1Cn1cncn1 (configuration not stated)	2%	0%	-1%	0	-1%	1%	-3%	-2%	0%	-5%	2%
COc1ccc(N2CCN(C(=O)C(NC(=O)c3c(F)cccc3F)C(C)C)CC2)cc1 (configuration not stated)	-25%	4%	3%	1	-17%	-21%	-3%	2%	-4%	-4%	17%
COc1ccc(C(=O)C(C)OC(=O)c2cccc(S(=O)(=O)Nc3c(C)n(C)n(-c4ccccc4)c3=O)c2)cc1 (configuration not stated)	?	-11%	/	/	0%	-10%	/	/	1%	/	/
CCn1nccc1C(=O)Nc1ccc(Cl)cn1	?	?	26%	-6	0%	0%	27%	?	?	-13%	-2%
COc1ccc(-c2cc(=O)c3ccccc3o2)cc1	?	23%	2.5µM*	30	10%	?	2µM*	6µM*	21µM*	7%&2%	-9%&18%
O=C(c1cccc(-n2cccc2)c1)N1CCN(S(=O)(=O)c2ccccc2Br)CC1	?	-6%	-2%	-1	0%	-27%	-3%	3%	-3%	/	/
c1ccc(-c2cnc(-c3cccnc3)o2)cc1	?	25µM*	?	11	2%	56%	?	15µM*	?	-1%	?
Cc1nnc(SCCCCSc2nnc(C)c(=O)[nH]2)[nH]c1=O	-1%	-3%	-1%	-2	-3%	-39%	1%	-17%	0%	-8%	-13%

Sorted by value in RORg inh (highest first): some entries from above
smiles	RORg inh
COc1ccc(N2CCN(C(=O)C(NC(=O)c3c(F)cccc3F)C(C)C)CC2)cc1 (configuration not stated)	17%
COc1ccc(S(=O)(=O)N(C)CC(=O)N2CCC(C(N)=O)CC2)cc1	1%
CCn1nccc1C(=O)Nc1ccc(Cl)cn1	-2%

(cont.)
SMILES	ELG1 DNA repair	p53 reactivator	NPC1 prom act	TRPV1 ag	Tb PFK inh	BRCA1 expr up	Rab9 promoter act	FLuc counter	ELG1 genotox	VP16 counter	RORg inh
CC(C)CCNC(=O)C(c1ccco1)N(C(=O)Cn1nnc2ccccc21)c1ccc2c(c1)OCO2 (configuration not stated)	-6%	0%	0%	8	-6%	-20%	-1%	3%	0%	-25%	2%
CCN(CC)C(c1ccc(F)cc1)c1nnnn1CC1CCCO1 (configuration not stated)	5%	-3%	-1%	2	-1%	-10%	-3%	2%	0%	14%	10%
COc1ccc(NC(=O)N(Cc2cc3ccc(OC)cc3[nH]c2=O)CC2CCCO2)cc1 (configuration not stated)	10µM*	-3%	-15%	-3	-8%	-7%	-11%	?	-4%	1%	-11%
Cc1ccc2c(c1)NC(=O)c1cccnc1N2	?	23%	3.2µM*	3	-1%	4.5µM*	?	12µM*	?	-7%	22%
CCOc1ccc(CCNC(=O)Cn2cccc2C(=O)c2ccccc2C)cc1OCC	-12%	-3%	-1%	6	0%	-7%	1%	5%	-2%	-8%	0%
CC(C)c1ccc(NC2CCCN(C(=O)CN3CCOC3=O)C2)cc1 (configuration not stated)	-5%	9%	-2%	5	0%	1%	7%	-1%	0%	13%	-24%
O=C(O)c1ccccc1SCc1csc(-c2ccccc2)n1	?	22%	24%	1	3%	?	?	?	?	-1%	20%
CC(=O)c1cccc(NC(=O)C(OC(=O)c2cccc(S(=O)(=O)N(C)c3ccccc3)c2)c2ccccc2)c1 (configuration not stated)	9%	0%	1%	3	-2%	-7%	-4%	2%	-4%	-6%	13%[10 µM]
O=C(NCCc1ccccn1)C1CCN(S(=O)(=O)c2ccc(Cl)cc2)CC1	-5%	-9%	-1%	0	-2%	-10%	-4%	-2%	-1%	-6%	0%
CCC/C(=C1/c2ccccc2C(=O)N1c1ccccc1)c1cnc(OC)nc1	?	-1%	/	/	0%	0%	/	/	-6%	/	/
COCCCn1c2nc3ccccc3nc2c2c(=O)n(Cc3ccccc3Cl)cnc21	?	-5%	1%	-4	0%	/	-4%	0%	11%	-1%	1%
CCCn1c(SCC(=O)NC2CC2)nnc1-c1cccs1	7%	?	5%	1	1%	-6%	25%	2%	7%	0%	1%
O=C(c1cc([N+](=O)[O-])ccc1Cl)N1CCN(Cc2ccccc2)CC1	-7%	/	-2%	0	-3%	-3%	7%	7%	-7%	/	/

Screens as filed in PubChem.
